Assay outcomes (PubChem)
TAG inh: inhibitors of triacylglycerol accumulation, primary screen, cell-based, uHTS, fluorescence, H9c2; 230,000 compounds, 0.66% hits; H9c2 cells, Nile Red lipid (TAG) fluorescence; cells loaded with 200 µM oleic acid; AID 651582, 2012; inhibition, % at 12.5 µM;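 active = pattern-corrected inhibition of lipid staining of at least 50% with the nuclear-stain viability signal not falling by more than 50%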;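 also: 0% = DMSO wells and 100% = triacsin C control wells; some results filed as inactive read as strong as hits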
TAG inh DAPI viability: also measured in TAG inh; calls as there; DAPI nuclei signal change (viability), lower = more cytotoxic, %;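 whole-well DAPI fluorescence read on a plate reader as a viability signal; minus 50 percent equals half of cells still viable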
Starred values were filed as active, the others as inactive. Only part of the results is shown; the hit share may differ from the screen's.

SMILES	TAG inh	TAG inh DAPI viability
CCN(C[C@H]1N[C@@](CC)(C(=O)OC)[C@H]2C(=O)N(Cc3ccccc3)C(=O)[C@@H]12)C(C)=O	-1	7
CC1CCCC(C)N1NC(=O)c1cccc(S(=O)(=O)N2CCc3ccccc32)c1 (stereo not given)	-20	13
Cc1ccc(S(=O)(=O)CCc2ccccn2)cc1	3	-7
Cc1cc(C(F)F)n2ncc(C(=O)N3CCc4ccccc4C3)c2n1	-10	7
CCOc1c(S(=O)(=O)N2CCCC2)ccc(Cl)c1Cl	-9	7
COc1ccc(OC)c(NC(=O)CCNC(=O)Cn2cnc3ccccc3c2=O)c1	4	-1
CC1(c2nnc(-c3cccc(Cl)c3)o2)CC(c2cccc(F)c2)=NO1 (stereo not given)	-2	9
CCOc1ccc(NC(=O)N2CCC(n3c(=O)[nH]c4ccccc43)CC2)cc1	-5	-4
Cc1nc2ccc(S(=O)(=O)Nc3cccc(-c4nc5cccnc5s4)c3C)cc2s1	-27	5
CCOC(=O)C1(C)CCCN1C(=O)c1cccc(OC)c1 (stereo not given)	-12	10
C=C1[C@H]2O[C@H]2[C@@H](OC(C)=O)[C@@]2(C)[C@@H](OC(C)=O)C[C@@H](OC(C)=O)[C@@](C)(O)[C@@H]2[C@@H](OC(C)=O)[C@@]2(O)[C@@H](C)C(=O)O[C@H]2[C@H]1Cl	4	-9
Cc1ccc(NC(=O)CCc2nc3sc4c(c3c(=O)[nH]2)CCCC4)c(Br)c1	9	-7
COCc1cc(=O)n2[nH]c(-c3cccc(Br)c3)cc2n1	7	5
CCOC(=O)C1C(C(=O)OC)=C(C(=O)OC)c2ccccc2N1S(=O)(=O)C(F)(F)F (stereo not given)	-22	7
CNc1nc(SCC(=O)OC)nc(N2CCOCC2)n1	-9	-6
C=CCNC(=S)N1CCc2c([nH]c3ccccc23)C1C (stereo not given)	2	4
O=C(CSc1nccn1-c1ccccc1)N1CCc2ccccc21	21	-2
CCCCN1C(=O)C(=O)N(CC(=O)c2cc(C)n(C3CC3)c2C)C1=O	1	-4
O=C1C2=C(CCCC2)C(=O)N1CNc1ccccc1	0	1
OCCOCCOc1ccc(-c2nn[nH]n2)cc1	-1	36
O=C(O)C(C1CCCCC1)C1(O)CCCC1 (stereo not given)	-4	3
O=C1CCc2cc(S(=O)(=O)NCCc3ccccc3)cc3c2N1CC3	4	7
COc1cccc(-c2noc(CCCC(=O)Nc3ccc(C(N)=O)cc3)n2)c1	-6	-4
CCCCOP(=O)(OCCCC)C1(NS(=O)(=O)c2ccccc2)C=CC(=O)c2ccccc21 (stereo not given)	-9	2
CC(C)NC(=O)C1(C)CCCCCN1C(=O)c1ccc(-c2ccccc2)cc1 (stereo not given)	10	-15
Cc1nnc(SCCn2c(N3CCCC(C)C3)nc3c2c(=O)[nH]c(=O)n3C)s1 (stereo not given)	10	-4
CNCCCOc1cc(C)cc(C)c1C	18	6
Cc1cc(N2CCN(S(=O)(=O)c3ccc(Br)cc3)CC2)n2ncnc2n1	0	0
COc1ccc(C2CCCN2C(=S)Nc2cccc(C)c2)cc1OC (stereo not given)	0	1
N=c1c2c(-c3ccccc3)c(-c3ccccc3)oc2ncn1CCCN1CCOCC1	-200	21
CS(=O)(=O)N(CC(=O)NCCSCc1ccco1)c1ccc2c(c1)OCO2	1	-7
CC1(C(=O)N2Cc3ccccc3C2)CCN1C(=O)Cc1ccccc1 (stereo not given)	22	5
COc1ccc(N2CCN(C(=O)c3ccc(C)c(NC(=O)c4ccco4)c3)CC2)cc1	17	-6
COC(=O)C(C(=O)NCC1CCCO1)C1CCCCCC1 (stereo not given)	-23	7
COc1cccc(-c2cnc(OC(C)(C)C)nc2OC(C)(C)C)c1	-5	4
COc1ccccc1OCC(=O)NCCSCc1cccc(Cl)c1	-2	-8

Some of the entries so far, with values under each structure:
Values in the order – TAG inh | TAG inh DAPI viability
CCN(C[C@H]1N[C@@](CC)(C(=O)OC)[C@H]2C(=O)N(Cc3ccccc3)C(=O)[C@@H]12)C(C)=O
  -1 | 7
CC1CCCC(C)N1NC(=O)c1cccc(S(=O)(=O)N2CCc3ccccc32)c1 (stereo not given)
  -20 | 13
Cc1ccc(S(=O)(=O)CCc2ccccn2)cc1
  3 | -7
Cc1cc(C(F)F)n2ncc(C(=O)N3CCc4ccccc4C3)c2n1
  -10 | 7
CCOc1c(S(=O)(=O)N2CCCC2)ccc(Cl)c1Cl
  -9 | 7
COc1ccc(OC)c(NC(=O)CCNC(=O)Cn2cnc3ccccc3c2=O)c1
  4 | -1
CC1(c2nnc(-c3cccc(Cl)c3)o2)CC(c2cccc(F)c2)=NO1 (stereo not given)
  -2 | 9
CCOc1ccc(NC(=O)N2CCC(n3c(=O)[nH]c4ccccc43)CC2)cc1
  -5 | -4
Cc1nc2ccc(S(=O)(=O)Nc3cccc(-c4nc5cccnc5s4)c3C)cc2s1
  -27 | 5
CCOC(=O)C1(C)CCCN1C(=O)c1cccc(OC)c1 (stereo not given)
  -12 | 10
C=C1[C@H]2O[C@H]2[C@@H](OC(C)=O)[C@@]2(C)[C@@H](OC(C)=O)C[C@@H](OC(C)=O)[C@@](C)(O)[C@@H]2[C@@H](OC(C)=O)[C@@]2(O)[C@@H](C)C(=O)O[C@H]2[C@H]1Cl
  4 | -9
Cc1ccc(NC(=O)CCc2nc3sc4c(c3c(=O)[nH]2)CCCC4)c(Br)c1
  9 | -7
COCc1cc(=O)n2[nH]c(-c3cccc(Br)c3)cc2n1
  7 | 5
CCOC(=O)C1C(C(=O)OC)=C(C(=O)OC)c2ccccc2N1S(=O)(=O)C(F)(F)F (stereo not given)
  -22 | 7
CNc1nc(SCC(=O)OC)nc(N2CCOCC2)n1
  -9 | -6
C=CCNC(=S)N1CCc2c([nH]c3ccccc23)C1C (stereo not given)
  2 | 4
O=C(CSc1nccn1-c1ccccc1)N1CCc2ccccc21
  21 | -2
CCCCN1C(=O)C(=O)N(CC(=O)c2cc(C)n(C3CC3)c2C)C1=O
  1 | -4
O=C1C2=C(CCCC2)C(=O)N1CNc1ccccc1
  0 | 1
OCCOCCOc1ccc(-c2nn[nH]n2)cc1
  -1 | 36
O=C(O)C(C1CCCCC1)C1(O)CCCC1 (stereo not given)
  -4 | 3
O=C1CCc2cc(S(=O)(=O)NCCc3ccccc3)cc3c2N1CC3
  4 | 7
COc1cccc(-c2noc(CCCC(=O)Nc3ccc(C(N)=O)cc3)n2)c1
  -6 | -4
CCCCOP(=O)(OCCCC)C1(NS(=O)(=O)c2ccccc2)C=CC(=O)c2ccccc21 (stereo not given)
  -9 | 2
CC(C)NC(=O)C1(C)CCCCCN1C(=O)c1ccc(-c2ccccc2)cc1 (stereo not given)
  10 | -15
Cc1nnc(SCCn2c(N3CCCC(C)C3)nc3c2c(=O)[nH]c(=O)n3C)s1 (stereo not given)
  10 | -4
CNCCCOc1cc(C)cc(C)c1C
  18 | 6

Further structures follow:
SMILES	TAG inh	TAG inh DAPI viability
Cc1ccc(NC(=O)c2cc(N3C(=O)C4CCCCC4C3=O)ccc2N2CCOCC2)cc1 (stereo not given)	5	-1
C=CC[C@@H](CC(=O)N[C@H](CO)Cc1ccccc1)C(=O)N[C@H](COC(=O)[C@@H](CC=C)CC(=O)OC(C)(C)C)Cc1ccccc1	27	-6
COc1ccc(NC(=O)COC(=O)c2n[nH]c3ccccc23)c(OC)c1	-26	6
COc1ccc(N2CCN(C(=S)NCCc3ccccc3)CC2)cc1	-11	11
Nc1ccc(CN2CCOCC2)cc1	-8	0
Cn1c(SCC(=O)N/N=C/c2ccc(O)c(O)c2)nc2ccccc21	28	-12
CSc1ccc(/C=N/NC(=O)c2ccc(-n3cnnn3)cc2)cc1	-18	2
NNC(=S)NC1CCCCCCCCCCC1	-17	9
COCCn1c(SCC(=O)N2CCCc3ccccc32)nc2c(c1=O)SC(C)C2 (stereo not given)	1	-10
CN(c1ccccc1)S(=O)(=O)c1ccc(C(=O)N2CCN(c3ccccc3)CC2)cc1	6	10
O=C(NCC(c1ccc(F)cc1)N1CCOCC1)c1nn(-c2ccccc2)c(=O)c2ccccc12 (stereo not given)	-2	-6
COc1cccc(-c2nnc(SCC(=O)N3CC(C)CC(C)C3)o2)c1 (stereo not given)	22	-17
CCCOC(=O)c1c(N)sc2c1CCC2	-12	-3
O=C(Nc1nn[nH]n1)c1cc(-c2ccc(Cl)c(Cl)c2Cl)nc2ccccc12	-10	2
COC(=O)c1ccc(C23CC4(C2)[C@H](CN(Cc2cccnc2)[C@@H]4c2ccccc2)C3c2ccccc2)cc1 (stereo not given in full)	12	-8
COc1ccccc1NC(=O)C(C)OC(=O)CCNS(=O)(=O)c1ccc(C)c(C)c1 (stereo not given)	-3	0
O=C(CNCC1CCCCC1)Nc1ccc(OC(F)(F)F)cc1	-15	20
Cc1cc(N2CCC(C(=O)NC3CCCCC3)CC2)nc(-c2ccccc2)n1	13	5
NS(=O)(=O)c1ccc(CCNC(=O)C2CCCN2C(=O)OCc2ccccc2)cc1 (stereo not given)	-6	11
CC(C)[C@H](NC(=O)[C@@H]1Cc2ccccc2CN1C(=O)OC(C)(C)C)C(=O)NCC1CCC(C(=O)O)CC1 (stereo not given in full)	-6	-2
CCn1c(N2CCN(CC(=O)c3ccc(OC)cc3)CC2)nc2ccccc21	5	-6
COc1cc(NC(=O)CSc2nc(C)c(C)c(C)n2)cc(OC)c1	-7	1
CCc1cc(=O)n2[nH]c(C)c(-c3ccc(OC)cc3)c2n1	4	-1
Cc1cccc(C)c1NC(=O)N1C2CCCC1CC(NC(=O)C(C)(C)C)C2 (stereo not given)	-8	-1
Cc1ccccc1SCC(=O)Nc1cccc(C#N)c1	-4	5
Cc1ccc(C)c(S(=O)(=O)NNC(=O)Nc2ccccc2Cl)c1	28	-2
Cc1ccc(-c2csc3ncnc(SCC(=O)NCC4CCCO4)c23)cc1 (stereo not given)	-5	2
COc1ccc(C)cc1-n1nnnc1SCn1nnc2ccccc2c1=O	-53	0
Cc1cccc(N2CC(C(=O)Nc3nnc(SCc4ccccn4)s3)CC2=O)c1 (stereo not given)	6	6
COc1ccc(Nc2nc(N3CCCCC3)nc3ccccc23)c(OC)c1	10	34
COC(=O)c1sccc1NC(=O)c1ccnn1C	16	-4
CN(CCCC(=O)NC1CC(C)(C)NC(C)(C)C1)S(=O)(=O)c1ccc([N+](=O)[O-])cc1	7	-17
COc1ccc(NC(=O)OCCn2c([N+](=O)[O-])cnc2C)cc1	9	4
N#CCC(=N)N1CCN(c2ccccc2)CC1	-3	-1
COc1ccc(/C=C(/NC(=O)c2ccc(Br)o2)C(=O)Nc2cccc(C(=O)O)c2)cc1	7	-10
Cc1cc(C(=O)NCC(=O)Nc2c(C)cccc2C)c2ccccc2n1	-12	5
O=c1c2c3c(sc2ncn1/N=C/c1ccccc1)CCCC3	4	6
O=C(CN1C(=O)NC(Cc2c[nH]c3ccccc23)C1=O)Nc1cccc(S(=O)(=O)N2CCOCC2)c1 (stereo not given)	0	7
CN(N=Nc1ccccc1C(=O)O)C1CCCCC1	10	1
CCN(C(=O)COC(=O)c1ccc2c(c1)OCO2)c1ccc(F)cc1	-15	5
Cc1ccccc1-c1nnc(SCC(=O)NCC2CCCO2)o1 (stereo not given)	-1	-2
COCCN1C[C@@H](CO)O[C@@H](n2cnc3c(N(C)C(C)C)ncnc32)C1	5	2
COc1cccc(CC(=O)N2CCCC(CO)(Cc3ccc(F)cc3F)C2)c1 (stereo not given)	-6	3
Cc1ccc(-c2noc(CNC(=O)COc3ccccc3C)n2)cc1	5	3
CCOC(=O)C1=NOC(CNC(=O)c2c(-c3ccccc3Cl)noc2C)C1 (stereo not given)	-10	0
CCCN1Cc2cccc(C(=O)Nc3ccc(CN4CCCC4)cc3)c2C1=O	8	14
O=C(CCCc1ccccc1)Nc1ccc(Br)cc1F	-5	4
Cc1ccc(C2c3sc(=O)[nH]c3SC3C(=O)NC(=O)C32)cc1 (stereo not given)	20	-15
CNC(=O)NC(=O)CSc1nc(-c2cccs2)c(C#N)c(=O)[nH]1	-1	-5
Cc1nc2ccc(N3C(=O)CCC3=O)cc2[nH]1	3	-8
COC(=O)c1ccc(OCC(O)CN2C(=O)NC(C)(C)C2=O)cc1 (stereo not given)	1	7
COc1cc(CC(=O)OCC(=O)NC2CCCCC2)cc(OC)c1OC	0	0
CCC(C)Sc1nc2c([nH]c3ccccc32)c(=O)n1C (stereo not given)	8	14
CCc1ccc(NC(=S)N(CCN2CCOCC2)Cc2ccccc2F)cc1	-27	1
O=C(Nc1ccc(F)cc1)C1CCN(S(=O)(=O)c2cccs2)CC1	12	7
NC(=O)c1ccc(NC(=O)Cn2c(=O)n(-c3ccccc3)c(=O)c3oc4ccccc4c32)cc1	-3	-10
O=C(NCCCN1CCc2ccccc2C1)Nc1ccc(Br)cc1	-2	7
CCCNC(=O)c1ccc(N2CCC3(CC2)CC(c2cccc(Br)c2)=NO3)c([N+](=O)[O-])c1	-40	4
CCOC(=O)CSc1ccc(C(=O)N2CCN(C)CC2)cc1[N+](=O)[O-]	12	-3
COCCNC(=O)c1cc2oc3ccccc3c2n1C	-12	9
(list continues)
SMILES	TAG inh	TAG inh DAPI viability
Cc1nn(CCOc2cccc(Br)c2)c(C)c1[N+](=O)[O-]	-3	9
O=C(Nc1ccccc1SCC1CSc2nc3ccccc3c(=O)n21)c1ccccc1Cl (stereo not given)	19	-29
Cc1cccc2c(C(=O)Nn3cnnc3)cc(-c3ccccc3Cl)nc12	12	-3
COc1ccc(S(=O)(=O)N2CCCOC2CNC(=O)C(=O)NCc2ccncc2)cc1 (stereo not given)	-2	3
CC(=O)Nc1ccc(S(=O)(=O)C(C#N)c2nc3ccccc3nc2NCCN2CCOCC2)cc1 (stereo not given)	9	26
CC(=O)NC(=S)Nc1sc2c(c1C(N)=O)CCC(C)C2 (stereo not given)	-12	14
CC(C)N1CCN(Cc2ccc3nsnc3c2)CC1CCO (stereo not given)	22	-7
NS(=O)(=O)c1ccc(NC(=O)CSc2nnc(-c3cnccn3)n2-c2ccccc2)cc1	6	5
CCN1CCN(CCNC(=O)CSCc2nc(-c3ccc(OC)c(OC)c3)oc2C)CC1	22	-10
Cc1ccc(/C=N/N=C2/NC(=O)CS2)o1	6	-11
Cc1ccc(-c2noc(CN(C(=O)c3cccc(Br)c3)C(C)C)n2)cc1	-20	-1
